Neddyl block – cullin neddylation inhibition | 360,000 tested, 0.58% active | P61081+Q13564 | TR-FRET cullin neddylation, biochemical | calls only at 25 µM; in the data active = inhibition above about 36%
TbMetRS inhib – blocks T. brucei methionyl-tRNA synthetase activity | purified T. brucei MetRS, ATP depletion, Kinase-Glo luminescence | inhibition, % at 11.9 µM | 360,000 tested, 0.4% active | AID 624268;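 active = inhibition above a per-plate cutoff of the control wells' mean inhibition plus 3 SD, cut at about 5.5% in these data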;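 also: 0% = DMSO wells median and 100% = median of wells with control inhibitor compound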
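Material: parasite MetRS enzyme / Replication: singlicate, one well per compound / Signal: luminescence of leftover ATP / Schedule: 2 h aminoacylation at 25 °C after 15 min preincubation / Medium: HEPES-MgCl2-KCl buffer plus DTT, spermine, BSA, pyrophosphatase / Doses: 11.9 µM single point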
SUMO1 PPI mod – SUMO1-SIM interaction modulation; AID 602429; P63165; inhibition, % at 20 µM; 360,000 tested, 0.33% active; SUMO1 binding to a labelled peptide, TR-FRET, 1 h; in the data active = inhibition above about 37%
Scp1 inh – blocks human Scp-1 phosphatase activity. Q9GZU7. Recombinant Scp1, phosphopeptide, malachite green phosphate absorbance. inhibition, % at 20 µM. 340,000 tested, 0.88% active;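 active = inhibition above about 50% at 20 µM, limit read from the data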;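 also: plate controls were DMSO wells with enzyme for no effect and wells lacking enzyme for full effect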
Target sequence (Q9GZU7 76-261 limits assumed): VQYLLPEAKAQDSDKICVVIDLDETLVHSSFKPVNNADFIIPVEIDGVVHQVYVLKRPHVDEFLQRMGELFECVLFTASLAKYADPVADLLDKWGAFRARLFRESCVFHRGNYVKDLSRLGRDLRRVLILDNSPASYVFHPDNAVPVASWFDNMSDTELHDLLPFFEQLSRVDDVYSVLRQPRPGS
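Times: enzyme reaction 45 min at room temperature, colour 5 min, stabilisation 30 min. Material: SCP-1 catalytic fragment, aa 76-261. Medium: Acidic Tris acetate buffer with magnesium and detergent. Signal: colorimetric free-phosphate detection, absorbance 630 nm. Read-out basis: % inhibition of SCP-1 phosphate liberation. Reagent: Phosphorylated 17-residue peptide substrate.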
NadD inh – blocks S. aureus nicotinate mononucleotide adenylyltransferase | purified NadD enzyme, colorimetric absorbance read-out | inhibition, % at 20 µM | 360,000 tested, 0.78% active | AID 602399; in the data active = inhibition above about 26%; also: some compounds past the cut are filed as inactive
DNMT1 block – inhibitors of human DNMT1; P26358; DNMT1 molecular beacon, Hinp1I cleavage, fluorescence; inhibition (reported as % activation of signal), % at 10 µM; 360,000 tested, 0.83% active; AID 588458; in the data active = inhibition above about 50%
STEP block – STEP (human) phosphatase inhibition; P54829; recombinant STEP, OMFP fluorogenic substrate, fluorescence; inhibition, % at 20 µM; 360,000 tested, 0.25% active; AID 588621;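 active = inhibition at 20 µM, scaled per plate between control wells, above about 37%, limit read from the data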;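 also: 0% = DMSO with enzyme and substrate and 100% = substrate only without enzyme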
Target sequence (P54829 whole entry, looked up): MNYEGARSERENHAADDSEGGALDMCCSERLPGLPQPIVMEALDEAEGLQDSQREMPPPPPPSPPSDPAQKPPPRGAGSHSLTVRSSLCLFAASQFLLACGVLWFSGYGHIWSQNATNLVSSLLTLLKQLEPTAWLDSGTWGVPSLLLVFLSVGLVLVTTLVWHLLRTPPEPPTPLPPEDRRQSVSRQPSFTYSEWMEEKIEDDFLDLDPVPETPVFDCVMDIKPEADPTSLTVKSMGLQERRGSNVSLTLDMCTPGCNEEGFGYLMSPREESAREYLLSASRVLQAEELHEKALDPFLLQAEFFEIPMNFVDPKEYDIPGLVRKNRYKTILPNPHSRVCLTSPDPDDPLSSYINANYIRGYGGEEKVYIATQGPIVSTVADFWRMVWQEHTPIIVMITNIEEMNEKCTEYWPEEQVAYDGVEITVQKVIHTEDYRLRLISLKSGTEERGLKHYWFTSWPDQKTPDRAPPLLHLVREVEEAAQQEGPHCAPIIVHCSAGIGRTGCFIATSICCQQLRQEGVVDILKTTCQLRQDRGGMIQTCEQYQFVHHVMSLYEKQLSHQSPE
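Assay system: isolated STEP enzyme / Timing: 20 min at room temperature, dark / Doses: 20 µM, 1% DMSO / Technique: fluorescence intensity, excitation 480 nm, emission 540 nm / Reagent: fluorogenic phosphatase substrate OMFP at 25 µM final / Measure: percent inhibition scaled to no-enzyme and uninhibited-enzyme controls, plate-pattern corrected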
SKN-1 block – C. elegans SKN-1 inhibition | inhibition, % at 21.8 µM | 360,000 tested, 0.49% active | C. elegans VP596 Pgst-4::GFP/RFP ratio, acrylamide-induced, 24 h;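 active = interference check ratio from 0.5 to 1.5 plus GFP to RFP signal ratio inhibition reaching or exceeding a fixed threshold, cut at about 30% in these data, passing the limit was not always enough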; also: some compounds called inactive have numbers as strong as hits
LMPTP block – blocks human LMPTP phosphatase. 360,000 tested, 0.22% active. P24666. recombinant LMPTP-A, OMFP fluorogenic substrate, fluorescence intensity. inhibition, % at 20 µM;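 active = compounds that cut the enzyme signal by at least half of the control window in the single-dose screen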;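 also: plate controls were DMSO wells with enzyme plus substrate for no effect and substrate without enzyme for full effect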
Target sequence (P24666 whole entry, looked up): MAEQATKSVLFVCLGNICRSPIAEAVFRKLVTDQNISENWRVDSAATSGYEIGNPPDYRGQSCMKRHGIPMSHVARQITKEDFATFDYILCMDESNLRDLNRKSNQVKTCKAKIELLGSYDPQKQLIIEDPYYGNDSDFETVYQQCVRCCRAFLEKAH
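Material: LMPTP-A; amount: 0.625 nM enzyme; doses: single 20 µM dose; times: reaction 50 min, room temperature, dark; technique: fluorescence intensity of OMFP turnover product; benchmarks: no-enzyme and uninhibited controls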
NRP1-CendR mod – modulators of CendR peptide binding to human neuropilin-1. O14786. FAM-RPARPAR peptide binding to NRP-1, fluorescence polarization. inhibition, % at 25 µM. 360,000 tested, 0.85% active. AID 602438;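 active = inhibition or corrected inhibition above about 18%, plus a signal ratio from 0.5 to 1.5, limit read from the data, passing the limit was not always enough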; also: strong numbers were not always called active
* hit, by the source's call; i = inactive; / = no result given. Random draw from the library; any-hit rate near 4.6%.

Neddyl block	TbMetRS inhib	SUMO1 PPI mod	Scp1 inh	NadD inh	DNMT1 block	STEP block	SKN-1 block	LMPTP block	NRP1-CendR mod	smiles
i	-0.4	4.4	-8.9	-5.5	0.3	1.1	-6.3	-1.7	10.2	CCOC(=O)Cc1csc(NC(=O)c2cccc(Cl)c2)n1
i	0.0	1.0	-5.5	1.8	-1.9	5.2	13.9	2.4	-11.0	CCn1c(SCC(=O)Nc2ccc(Br)cc2)nc2sc3c(c2c1=O)CCN(C)C3
i	-1.1	-14.4	2.7	-3.3	1.9	0.7	-2.0	0.8	-7.3	CCCCOc1ccc(C(=O)N/N=C/c2ccc(OCCN3CCCCC3)c(OC)c2)cc1
i	-0.2	-13.2	-7.7	13.0	27.6	-5.3	17.9	4.2	-35.5	COc1cccc(C(=O)Nc2ccc(-c3nc4ccccc4o3)c(O)c2)c1
i	-0.3	1.1	-5.8	3.0	1.5	1.5	-4.2	-1.4	-9.5	O=C(c1cc2ccccc2oc1=O)N(Cc1ccco1)CC1CCCO1 (stereo not drawn)
i	-0.6	0.4	-9.5	-8.0	-10.9	-2.7	2.4	1.5	5.6	CC(=O)Nc1ccc(NC(=O)c2ccc(CN3CCc4ccccc4C3)cc2)cc1
i	1.5	2.4	-1.9	-0.7	-2.1	-3.5	4.4	-0.3	-9.9	COC(=O)Nc1ccc(S(=O)(=O)N2CCC(C(=O)N3CCCC(C)C3)CC2)cc1 (stereo not drawn)
i	-0.8	-3.6	-10.9	1.5	0.6	-1.0	7.9	-2.2	10.9	CN(C(=O)c1cccc(NC(=O)Cc2ccc(NC(=O)C3CCCN(C(=O)C4CCC4)C3)cc2)c1)C1CCC1 (stereo not drawn)
i	-0.4	1.8	/	-3.4	41.0	-1.0	-1.1	-0.2	22.0*	Cc1cn([C@H]2C[C@H](O)[C@@H](CCC(=O)NCCc3ccc4ccccc4c3)O2)c(=O)[nH]c1=O
i	-0.3	7.9	-10.5	-3.9	1.4	3.1	5.6	3.0	4.0	Cc1ccc(/C(N)=N/OC(=O)CCCc2ccccc2)cc1
i	0.3	-2.7	-13.3	1.2	1.9	-1.4	-9.3	6.9	7.7	COc1ccccc1CCNC(=O)c1cc(COc2cccc(C(F)(F)F)c2)on1
i	-1.5	-0.2	4.6	-3.7	2.1	-0.6	9.7	-0.9	2.4	CCN(CC)CC(O)Cn1c2ccccc2c2ccccc21 (stereo not drawn)
i	-0.9	0.1	0.6	17.4	-7.5	1.4	-2.4	0.9	-2.6	CC(C)(Oc1ccc(Cl)cc1)C(=O)NCc1ccco1
i	-1.0	-9.4	-6.0	3.9	2.3	-0.6	12.6	-0.5	1.0	Clc1ccccc1-c1nnc2sc(-c3ccco3)nn12
i	-0.2	10.6	/	-2.9	-18.2	0.7	-1.8	2.6	8.4	COc1cc2c(c(Br)c1N)-c1cc(Br)c(N)cc1C2=O
i	0.0	-1.4	-8.1	-3.8	2.7	2.0	5.9	-0.3	8.8	O=c1o[nH]c(-c2ccccc2)c1C1=NCCCCC1

An excerpt from above in order of the TbMetRS inhib value, falling:
Compound | Neddyl block | TbMetRS inhib | SUMO1 PPI mod | Scp1 inh | NadD inh | DNMT1 block | STEP block | SKN-1 block | LMPTP block | NRP1-CendR mod
COc1ccccc1CCNC(=O)c1cc(COc2cccc(C(F)(F)F)c2)on1 | i | 0.3 | -2.7 | -13.3 | 1.2 | 1.9 | -1.4 | -9.3 | 6.9 | 7.7
O=c1o[nH]c(-c2ccccc2)c1C1=NCCCCC1 | i | 0.0 | -1.4 | -8.1 | -3.8 | 2.7 | 2.0 | 5.9 | -0.3 | 8.8
COc1cc2c(c(Br)c1N)-c1cc(Br)c(N)cc1C2=O | i | -0.2 | 10.6 | / | -2.9 | -18.2 | 0.7 | -1.8 | 2.6 | 8.4
Cc1ccc(/C(N)=N/OC(=O)CCCc2ccccc2)cc1 | i | -0.3 | 7.9 | -10.5 | -3.9 | 1.4 | 3.1 | 5.6 | 3.0 | 4.0
Clc1ccccc1-c1nnc2sc(-c3ccco3)nn12 | i | -1.0 | -9.4 | -6.0 | 3.9 | 2.3 | -0.6 | 12.6 | -0.5 | 1.0

Additional entries follow:
Neddyl block	TbMetRS inhib	SUMO1 PPI mod	Scp1 inh	NadD inh	DNMT1 block	STEP block	SKN-1 block	LMPTP block	NRP1-CendR mod	smiles
i	-1.1	-0.5	4.1	-6.3	6.3	-0.9	-4.4	0.9	-8.5	CC1CCCC(NC(=O)CCNS(=O)(=O)c2ccc(Br)cc2)C1C (stereo not drawn)
i	-1.3	-3.5	-4.1	-6.4	-2.8	8.2	-4.9	1.4	2.0	Cn1cc(P(=S)(N2CCOCC2)N2CCOCC2)cc1P(=O)(N1CCOCC1)N1CCOCC1
i	-0.7	-22.7	7.0	-1.4	1.3	0.8	-1.8	0.2	-13.3	COCc1cc(C)nc2sc3c(=O)n(Cc4ccco4)nnc3c12
i	-0.5	21.3	-6.7	-7.3	-5.6	-4.0	22.3	0.8	-14.4	COc1ccc(NC(=O)/C(C#N)=C\C=C\c2ccco2)cc1
i	-0.3	2.8	-6.5	-11.0	-0.6	-4.4	-6.7	-0.3	-0.9	CCN(CC)CC(=O)Nc1ccccc1SCC(=O)Nc1ccsc1C(=O)OC
i	0.1	1.8	-8.0	-1.0	-1.0	-1.6	0.1	-0.2	5.4	O=C(Nc1ccc2c(c1)OCO2)C1CCCCC1
i	-0.5	0.0	-6.6	-1.7	-3.2	-0.3	-6.3	-0.9	-4.1	COc1ccc(NC(=O)Nc2nnc(N3CCCCC3C)s2)cc1OC (stereo not drawn)
i	0.2	18.8	8.1	7.0	10.2	4.9	8.2	-3.1	5.7	CC1(C)Cc2c(c(N3CCOCC3)nc3sc4c(=O)[nH]cnc4c23)CS1
i	-0.8	-5.1	-0.7	9.9	-11.3	-1.4	0.7	-1.5	-22.0	CC(/C=N/NC(=O)c1ccncc1)=C\c1ccco1
i	0.0	1.7	6.3	-1.9	-1.9	0.2	12.5	-1.3	-5.7	CCC(=O)Nc1ccc(NC(=O)C23CC4CC(CC(C4)C2)C3)cn1
i	0.0	5.1	0.2	-0.3	3.7	-2.6	10.5	0.0	-4.0	CCn1cc(C(=O)NCCN(C)CCc2ccccc2)c(=O)c2cc(S(=O)(=O)N(C)C)ccc21
i	-1.8	-2.8	6.8	2.8	-3.1	-1.0	-5.0	-2.1	11.1	O=S(=O)(c1ccccc1)c1nc(-c2ccccc2)oc1NCc1cccnc1
i	-0.2	-0.5	1.2	7.9	-2.1	-1.3	16.9	0.7	-13.1	O=C(COc1coc(CN2CCc3ccccc3C2)cc1=O)Nc1cccc(Cl)c1
/	-0.4	-22.8	2.9	8.7	0.7	0.4	3.3	2.4	14.3	C1=C[C@@H]2CCN(Cc3ccccc3)Cc3cccc(c32)C1
i	-0.1	-1.0	-6.5	-1.8	-5.2	-0.3	-6.6	-0.8	-4.3	O=C(COC(=O)COc1ccccc1)Nc1ccc(S(=O)(=O)N2CCOCC2)cc1
i	0.0	9.8	-1.8	-1.2	10.1	-3.3	-8.4	-0.1	-11.1	COc1ccccc1NS(=O)(=O)c1cccc(NS(=O)(=O)c2ccc(Cl)c(C(=O)O)c2)c1
/	-1.4	-21.0	6.8	-3.7	4.9	0.1	6.0	-0.3	2.7	FC(F)(F)c1nc2ccccc2n2c(-c3ccc(Cl)cc3)nnc12
i	0.5	-0.9	-0.3	-3.7	4.9	-3.6	1.7	-1.5	3.3	Cc1ccc(NC(=O)c2nnn(-c3cccc(C(F)(F)F)c3)c2N)cc1
i	-0.4	-2.2	/	-0.9	0.8	-1.4	15.7	-0.1	13.9	O=C(NC(c1ccccc1)c1ccsc1)C1CCN(Cc2ccccc2)CC1 (stereo not drawn)
i	0.1	-3.5	-7.8	0.8	3.4	0.7	20.8	0.7	4.8	O=C(Cn1c(=O)n(CCCCC(=O)NC2CCCC2)c(=O)c2ccccc21)NCCC1=CCCCC1
i	-0.1	6.6	-3.6	0.5	1.5	-1.0	28.4	-0.4	5.6	CCOCCc1nnc(NC(=O)CS(=O)(=O)c2ccc(C)cc2)s1
i	-1.8	8.7	10.5	-3.8	0.0	-3.9	-22.9	-2.9	5.6	CCC(CC)c1nnc(NC(=O)c2c(C)nn(Cc3ccccc3Cl)c2C)s1
i	-0.1	-19.4	-2.2	-4.0	4.7	1.9	-9.1	0.3	2.1	O=C1/C(=C/c2ccncc2)CCc2ccccc21
i	0.2	3.3	-5.1	-4.2	2.9	-0.3	2.0	-2.7	3.2	CCOC(=O)C1CCCN(CCc2ccccc2)C1 (stereo not drawn)
i	-0.1	-2.4	-4.2	8.4	0.9	-2.0	-3.3	0.0	3.0	CN(CC(=O)N1CCN(Cc2ccccc2)CC1)S(=O)(=O)c1ccc(Br)cc1
i	-0.4	-3.1	-2.7	-4.1	-3.2	-1.0	12.4	0.6	-0.4	Cc1cc(C)cc(CC2CC(=O)N(c3ccc4c(c3)OCCO4)C2=O)c1 (stereo not drawn)
i	-0.6	-20.1	-2.5	-2.3	1.7	1.9	4.7	0.1	2.7	CC1CCCCN1c1cc(C#N)c(C#N)cc1[N+](=O)[O-] (stereo not drawn)
i	-0.8	2.6	/	0.8	/	/	2.4	-1.5	2.6	CCCCOCCCNC(=O)C[C@@H]1C[C@@]2(C(=O)OCC)CCC=C2N(Cc2ccccc2)C1=O
i	0.2	0.2	4.4	10.4	-2.9	6.4	0.9	1.4	2.3	O=C1CC(c2ccc(Cl)cc2)SC(N(c2ccccc2)c2ccccc2)=N1 (stereo not drawn)
i	-0.3	5.6	/	/	/	/	-6.3	-0.8	-16.7	COC(=O)C[C@H]1C=C[C@H](NS(=O)(=O)c2cn(C)cn2)[C@@H](CO)O1

Bioassay records as filed in PubChem BioAssay.
